HCV inhibitor: inhibitors of hepatitis C virus infection | Huh7.5.1 HCVcc-Cre infection, luciferase reporter, 44 h | Potency, µM (highest dose often 41.8 µM), for the others: at the highest dose activity change, negative = inhibition, most hits filed as inhibitors | 3.4% of 340,000 active | AID 651820; further: potency means the concentration at half of the fitted maximal effect; on the % scale 0 is the no-effect control and ±100 the full control effect
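Infectious HCVcc-Cre (~0.5 moi) was added to cells just after compound, with cells seeded 4 h earlier at 1,000 per well. Luciferase activity after 44 h culture reported infection; substrate was incubated 15 min at room temperature before reading.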
Pf growth 96h: P. falciparum growth inhibition at 96 hour, primary screen for plastid delayed-death inhibitors. P. falciparum luciferase reporter growth, 96 h. Potency, µM (top dose mostly 28.7 µM), inactives show at the highest dose activity change, negative = inhibition, hits mostly inhibitors. 6.9% of 320,000 active. AID 504834; further: potency means the concentration at half of the fitted maximal effect; on the % scale 0 is the no-effect control and ±100 the full control effect
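Parasite growth measured via integrated firefly luciferase reporter in P. falciparum. Infected erythrocytes at 2% hematocrit, 0.05% parasitemia final were treated 96 hours at 37 C under 5% CO2, and luminescence was read.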
Tb PYK inh: inhibitors of Trypanosoma brucei pyruvate kinase. Q57TT1. TbPYK enzyme, Kinase-Glo Plus ATP luminescence, 45 min. Potency, µM (doses to about 76.8 µM), for inactives: at the highest dose activity, negative = inhibition, hits mostly inhibitors. 0.12% of 410,000 active. AID 624173; further: potency means the concentration at half of the fitted maximal effect; on the % scale 0 is the no-effect control and ±100 the full control effect; nearly all actives have a fitted effect of over 50% in size
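Activity of T. brucei pyruvate kinase was followed by Kinase-Glo Plus luminescence after the enzyme reacted 45 min at room temperature with 130 uM ADP (final) and substrate. Test compounds were added before ADP at multiple concentrations.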
Pf growth 48h: inhibits P. falciparum growth in the first generation, 48 h; P. falciparum luciferase growth in erythrocytes, 48 h; Potency, µM (top dose mostly 28.7 µM), without a hit: at the top dose activity change, negative = inhibition, actives largely listed as inhibitors; 5.9% of 310,000 active; AID 504832; further: potency means the concentration at half of the fitted maximal effect; on the % scale 0 is the no-effect control and ±100 the full control effect
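Firefly luciferase activity from engineered P. falciparum reports growth; inhibitors lower the luminescent signal. Cultures contained 2% hematocrit erythrocytes at 0.1% final parasitemia.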
CHX counter: counter-screen hit for Shiga toxin inhibitors, cycloheximide | cell reporter, cycloheximide protein synthesis inhibition counterscreen | max response, % | 12% of 300,000 active; in the data active means max response mostly above about 13%, no sharp cut-off; inactive means mostly below about 14%; further: read at 38.3 µM for the half of the compounds with a filed dose; 0% is about no effect
LmPK inhibitor: blocks Leishmania mexicana pyruvate kinase activity. purified LmPK, Kinase-Glo ATP luminescence, 1 h. Potency, µM (top dose mostly 57.5 µM), for inactives: at the top dose activity change, negative = inhibition, usual class: inhibitors. 0.37% of 290,000 active. AID 1721; further: potency means the concentration at half of the fitted maximal effect; on the % scale 0 is the no-effect control and ±100 the full control effect
Target sequence (Q27686 whole entry, looked up): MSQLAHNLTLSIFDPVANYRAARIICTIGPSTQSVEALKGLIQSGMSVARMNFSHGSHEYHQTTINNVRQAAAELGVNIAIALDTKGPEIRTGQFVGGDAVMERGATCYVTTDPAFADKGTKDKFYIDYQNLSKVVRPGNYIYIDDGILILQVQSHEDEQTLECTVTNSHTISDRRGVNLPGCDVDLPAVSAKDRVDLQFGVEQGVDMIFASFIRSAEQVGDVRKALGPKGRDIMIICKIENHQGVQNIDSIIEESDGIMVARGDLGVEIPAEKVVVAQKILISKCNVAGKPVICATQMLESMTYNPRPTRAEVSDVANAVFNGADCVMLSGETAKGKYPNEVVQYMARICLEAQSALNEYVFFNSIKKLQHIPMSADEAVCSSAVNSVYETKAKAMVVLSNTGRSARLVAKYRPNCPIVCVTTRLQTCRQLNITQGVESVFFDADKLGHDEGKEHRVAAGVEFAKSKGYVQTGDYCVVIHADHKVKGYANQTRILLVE
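Pyruvate kinase activity monitored as ATP production (luciferase luminescence). Conditions: 0.1 nM enzyme, 0.5 mM PEP, 0.1 mM ADP, 1 h, RT; normalized against uninhibited and no-enzyme wells.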
Shiga inhibitor: Shiga toxin inhibition; Vero cells, Shiga toxin protein synthesis inhibition reporter; inhibition, % at 38.7 µM; 9.2% of 290,000 active; in the data active means inhibition mostly above about 28%, no sharp cut-off; inactive means mostly below about 43%; further: 0% is about no effect
The depositor's hits bear a star; u = inconclusive; x = not tested or not shown; [ ] = dose if it differs, or a comment. Unless noted, the call rests on the fitted dose curve; in most records, active means well fitted curve in the direction sought with a large enough effect; inconclusive means small, poorly fitted or top-dose-only effect, or another doubt; inactive means no such curve, though single readings can be large; an effect the other way counts as inactive or inconclusive.

Every second line gives: HCV inhibitor, Pf growth 96h, Tb PYK inh, Pf growth 48h, CHX counter, LmPK inhibitor, Shiga inhibitor
CN(CC(=O)NCC1CCCCC1)S(=O)(=O)c1ccc(Cl)cc1
 : -25%, 14%, 1%, -2%, -5, -5%, -2
CC(=O)OCCCCON1C(=O)c2ccccc2C1=O
 : -11%, u, -7%, 0%, -2, -3%, 2
CCOC(=O)N1CCC(N(CCOC)C(=S)Nc2cccc(SC)c2)CC1
 : -13%, 97%[activator], 1%, 4%, -3, 0%, 6
CCN1CCN(C(=O)CSc2cc(=O)n(CC)c3ccccc23)CC1
 : u, u, -9%, x, 2, -1%, 5
Nc1nc(NC2CC2)c2ncn([C@H]3C=C[C@@H](CO)C3)c2n1
 : x, 45%[activator], -4%, 60%[activator], x, x, x
Fc1ccccc1NC(=S)N/N=C/c1ccccc1Br
 : 8%, x, -12%, 95%[activator], 22*, 4%, 70
O=C(NC(=S)NC1CCS(=O)(=O)C1)c1cccc([N+](=O)[O-])c1 (stereo unspecified)
 : 22%, u, 28%, 12%, -2, -7%, -10
C=CCn1c(=O)c(C(=O)NCCN(CC)CC)c(O)c2ccccc21
 : -16%, -22%, -7%, u, -2, -1%, -6
CNC(=O)/C(C#N)=C/c1c(N2CCN(c3cccc(Cl)c3)CC2)nc2c(C)cccn2c1=O
 : -12%, u, -7%, -21%, -6, -5%, -7
COc1ccc(NS(=O)(=O)c2cccc(C(=O)NCC(c3ccccc3)N(C)C)c2)cc1 (stereo unspecified)
 : 1%, u, 1%, u, x, x, x
Cc1ccc(Cl)cc1NC(=O)C1CC1c1ccccc1 (stereo unspecified)
 : -13%, 10%, -7%, -7%, 1, 1%, x
Cc1nn(C)cc1/C=N\NC(=O)c1ccc(Cn2cc(Cl)cn2)cc1
 : u, -21%, -2%, 5%, -4, 1%, -13
CSCC[C@H](NC(=O)C1=NN(c2c(F)c(F)cc(F)c2F)C(=O)CC1)c1nc2ccccc2[nH]1
 : -1%, u, 1%, u, -3, -2%, -11
CCN(C(=O)COC(=O)C1CCN(S(=O)(=O)c2ccc3c(c2)OCCO3)CC1)C1CCS(=O)(=O)C1 (stereo unspecified)
 : 0%, -1%, 5%, -19%, x, x, x
O=[N+]([O-])c1ccc(OCCCn2cncn2)cc1
 : 12%, 1%, -1%, 0%, 0, 10%, 27
O=C(NC1CCCc2c1cnn2-c1ccc(F)cc1F)c1ccccc1N1CCOCC1 (stereo unspecified)
 : x, 4.1µM*, 3%, u, 9, 5%, -16
N#Cc1ccccc1OCC(=O)NCC(c1cccs1)N1CCOCC1 (stereo unspecified)
 : 0%, 8%, -3%, -11%, -3, -5%, -4
CCCc1cc(=O)n2[nH]c(SCc3ccc(Cl)cc3)nc2n1
 : 1%, 23%, 6%, 17%, 12, 4%, 63
Nc1ccc(Sc2nc3ccccc3[nH]2)cc1
 : 10%, 3%, 1%, 19%, 15, -2%, 5
N#Cc1ccsc1NC(=O)c1ccc(Cl)c([N+](=O)[O-])c1
 : -3%, u, 0%, 17%, 51*, -8%, 99*
Cc1ccc([N+](=O)[O-])c(C)[n+]1C
 : 19%, 27%, 4%, u, 1, -6%, -5
Cc1ccc(-c2nc(CS(=O)(=O)CC(=O)NC3CCCCC3C)c(C)o2)cc1 (stereo unspecified)
 : -5%, 63%[activator], -7%, x, -6, 1%, -16
CCOc1ccccc1NC(=O)CSc1nnc(CNC(=O)COc2ccc(Cl)cc2)o1
 : -2%, 10µM*, 3%, 6%, -3, 3%, 46
Cn1c(O)c(N=Nc2ccccc2)c2ccccc21
 : 5%, 42%[activator], -24%, -29%[0.00184 µM], 17, 6%, 20
CCOc1ccc(S(=O)(=O)NCCC(=O)NC2CCN(Cc3ccccc3)CC2)cc1
 : 0%, -13%, -4%, u, x, x, x
N#C/C(=C\c1ccccc1Cl)C(=O)NC(=O)Oc1ccccc1
 : 11%, 14%, 1%, x, 11, 6%, -20
CCOC(=O)C(C)Sc1nc2c([nH]c3ccccc32)c(=O)n1C (stereo unspecified)
 : 10µM*, 4%, 3%, u, -1, 7%, 15
CCOc1ccccc1-n1cnc(C#N)c1N
 : 0%, 16%, -1%, 8%, 2, -10%, -17
CC(C)(C)NCCCOc1ccc(Cl)cc1C(C)(C)C
 : 5µM*, -11%, x, u, -4, 6%, -9
NC(=O)[C@H]1CC2(CC(c3cccc(NC(=O)COc4ccc(Cl)cc4)c3)=NO2)CN1C(=O)C(c1ccccc1)c1ccccc1 (stereo partly specified)
 : u, u, -3%, 13µM*, -1, -1%, -7
CO[C@]12C[C@@H](COC(=O)c3cncc(Br)c3)CN(C)[C@@H]1Cc1cn(C)c3cccc2c13
 : x, u, 0%, u, x, x, x
O=C(O)Cc1n[nH]c(=O)c2ccccc12
 : 21%, -14%, 25%, 4%, 1, 1%, 1
COC(=O)C1=C(C)N(Cc2ccc(C)cc2)C(=O)/C1=C\c1ccc(O)c(OC)c1
 : -6%, -25%, u, -6%, -3, -21%, -6
Cc1cc(C)cc(N2C(=O)NC(=O)/C(=C\c3cccn3-c3ccccc3)C2=O)c1
 : u, u, -11%, 19%, 14*, 0%, -4
O=C1C2C3c4ccccc4C(Br)(c4ccccc43)C2C(=O)N1c1ccccc1O (stereo unspecified)
 : 20%, u, 30%, -27%, -3, 1%, -4
CCCCNC(=O)Nc1cc(C(=O)OC)ccc1Cl
 : u, x, 2%, 14%, -3, 4%, -16
O=C(Nc1ccc(S(=O)(=O)Nc2ncccn2)cc1)c1ccc(N2CCCC2=O)cc1
 : -7%, u, 3%, u, 1, 3%, 14
Cc1ccc(OCC(=O)N/N=C\c2c(C)[nH]n(-c3ccccc3)c2=O)c([N+](=O)[O-])c1
 : u, u, 2%, -27%, -5, 0%, -1
Cc1c(Cl)cccc1NC(=S)NCCCN(C)C
 : 0%, u, 0%, 2%, 1, 2%, -7
O=C(CC12CC3CC(CC(C3)C1)C2)N1CCN(S(=O)(=O)c2cccs2)CC1
 : 4%, 13µM*, 4%, u, 4, 1%, -7

A section taken from the entries so far, as a working copy:
Every second line gives: HCV inhibitor, Pf growth 96h, Tb PYK inh, Pf growth 48h, CHX counter, LmPK inhibitor, Shiga inhibitor
NC(=O)[C@H]1CC2(CC(c3cccc(NC(=O)COc4ccc(Cl)cc4)c3)=NO2)CN1C(=O)C(c1ccccc1)c1ccccc1 (stereo partly specified)
 : u, u, -3%, 13µM*, -1, -1%, -7
CO[C@]12C[C@@H](COC(=O)c3cncc(Br)c3)CN(C)[C@@H]1Cc1cn(C)c3cccc2c13
 : x, u, 0%, u, x, x, x
O=C(O)Cc1n[nH]c(=O)c2ccccc12
 : 21%, -14%, 25%, 4%, 1, 1%, 1
COC(=O)C1=C(C)N(Cc2ccc(C)cc2)C(=O)/C1=C\c1ccc(O)c(OC)c1
 : -6%, -25%, u, -6%, -3, -21%, -6
Cc1cc(C)cc(N2C(=O)NC(=O)/C(=C\c3cccn3-c3ccccc3)C2=O)c1
 : u, u, -11%, 19%, 14*, 0%, -4
O=C1C2C3c4ccccc4C(Br)(c4ccccc43)C2C(=O)N1c1ccccc1O (stereo unspecified)
 : 20%, u, 30%, -27%, -3, 1%, -4
CCCCNC(=O)Nc1cc(C(=O)OC)ccc1Cl
 : u, x, 2%, 14%, -3, 4%, -16
O=C(Nc1ccc(S(=O)(=O)Nc2ncccn2)cc1)c1ccc(N2CCCC2=O)cc1
 : -7%, u, 3%, u, 1, 3%, 14
Cc1ccc(OCC(=O)N/N=C\c2c(C)[nH]n(-c3ccccc3)c2=O)c([N+](=O)[O-])c1
 : u, u, 2%, -27%, -5, 0%, -1
Cc1c(Cl)cccc1NC(=S)NCCCN(C)C
 : 0%, u, 0%, 2%, 1, 2%, -7
O=C(CC12CC3CC(CC(C3)C1)C2)N1CCN(S(=O)(=O)c2cccs2)CC1
 : 4%, 13µM*, 4%, u, 4, 1%, -7

Continued.
Every second line gives: HCV inhibitor, Pf growth 96h, Tb PYK inh, Pf growth 48h, CHX counter, LmPK inhibitor, Shiga inhibitor
O=C1Nc2ccccc2Nc2ccc([N+](=O)[O-])cc21
 : 4%, -1%, -8%, -30%, 4, -8%, 9
O=S(=O)(Nc1cccc(-n2cnnn2)c1)c1ccc(F)cc1
 : 5%, 26%, 6%, -23%, x, x, x
Cc1ccc(C[C@H](C(=O)O)N2C(=O)c3ccc(C(=O)O)cc3C2=O)c(C)c1
 : x, 13%, x, u, -1, x, 8
N#CC(c1ccc(Cl)cc1)N1CCOCC1 (stereo unspecified)
 : u, 45%[activator], -15%, u, -2, 5%, 7
Cc1nnc(NC(=O)CSc2ccccn2)s1
 : 13%, 13µM*, 10%, 7%, 1, 9%, 21
Cn1c(Cc2ccccc2)nnc1SCc1nc2ccccc2c(=O)[nH]1
 : -6%, 3%, 1%, 9%, -2, -2%, -7
O=C(CN1C(=O)COc2ccccc21)NCCN1CCOCC1
 : 4%, 3%, -2%, 21%, -3, 1%, -5
CCOc1ccc(-c2ncncc2-c2ccccc2OC)c(O)c1
 : -39%, u, -1%, 2.9µM*, 9, -9%, 5
O=C(CSc1nnc(CNC(=O)c2c(F)cccc2Cl)o1)NCc1ccccc1
 : -23%, 1%, 2%, -10%, 5, -11%, -2
CCC(CC)C1=NN2C(=N)/C(=C/c3ccc(OC(=O)c4ccco4)cc3)C(=O)N=C2S1
 : 11%, 20%, 6%, 9%, -8, 2%, 16
CC(=NCCN(C)C)c1c(O)n(Cc2ccccc2)c(=O)[nH]c1=O
 : 15%, 47%[activator], 1%, -4%, 1, 3%, -13
Cc1cccc(NC(=O)Cc2ccc(F)cc2)c1
 : -16%, 32%[activator], 3%, x, 14, 7%, 44
CCc1cccc(C)c1NC(=O)c1cc(=O)[nH]c2ccc(S(=O)(=O)N3CCOCC3)cc12
 : u, -25%, 0%, -1%, x, x, x
CCCCN(C(=O)C1=NN(c2cc(C)ccc2C)C(=O)CC1)c1c(N)n(CCC)c(=O)[nH]c1=O
 : -18%, -27%, -8%, u, x, x, x
Cc1ccc(OCCn2cc(Br)c(=O)[nH]c2=O)cc1
 : 1%, 9.3µM*, -5%, -24%, -1, -3%, 4
CCc1ccc(N2C(=O)CC(Cn3nc(C)cc3C)C2=O)cc1 (stereo unspecified)
 : 5%, 22%, 3%, -20%, -1, -1%, 5
CC(C)(C)c1nc[nH]c(=O)c1Br
 : 16%, 0%, -4%, 15%, -2, 0%, -11
CC(C)(C)NC(=O)C(=O)NNC(=O)c1ccc(C(C)(C)C)cc1
 : -5%, 63%[activator], 0%, u, 1, -1%, -3
CCCC1=NN(c2ccc([N+](=O)[O-])cc2)C(=O)/C1=C\N(C)C
 : -8%, 17%, 4%, 28%, 11*, -9%, 24
CCCn1c(=O)c2c(C(F)(F)F)cc(-c3cccs3)nc2n(CCC)c1=O
 : -4%, -4%, 5%, -10%, -4, 2%, -8
